Bioassay records as filed in PubChem BioAssay.
PHOSPHO1 inh: PHOSPHO1 (human) inhibition; Q8TCT1; recombinant PHOSPHO1, absorbance phosphatase assay; inhibition, % at 13.3 µM; actives 1.1% (n = 290,000); AID 1565; in the data active = inhibition above about 60%
Target sequence (Q8TCT1 whole entry, looked up): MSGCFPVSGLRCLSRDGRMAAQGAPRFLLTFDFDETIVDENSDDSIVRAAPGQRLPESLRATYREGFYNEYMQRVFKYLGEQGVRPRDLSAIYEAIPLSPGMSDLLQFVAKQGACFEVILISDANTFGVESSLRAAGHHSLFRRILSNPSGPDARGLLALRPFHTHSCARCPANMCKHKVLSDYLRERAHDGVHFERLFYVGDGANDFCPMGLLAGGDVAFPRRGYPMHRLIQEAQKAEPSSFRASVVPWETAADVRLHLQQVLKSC
IDE act: IDE (human) activation, cell-based; HEK cells, FAbeta-B cleavage, fluorescence polarization; 0% vehicle, 100% cell-free pure enzyme wells; actives 0.073% (n = 340,000); activation, % at 5.96 µM; P14735; AID 493087;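 active = activation above the mean of all tested compounds plus 3 SD, set per screening campaign, cut at about 17% in these data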
IDE inh: inhibits human insulin-degrading enzyme in HEK cells. inhibition, % at 5.59 µM. AID 434962. actives 0.41% (n = 320,000). P14735. FAbetaB cleavage, fluorescence polarization;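 active = percent inhibition above the average of all tested compounds plus 3 SD, set per screening campaign, cut at about 16% in these data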;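 note: IDE supplied by intact live HEK cells; FP after avidin binding of uncleaved biotin substrate so inhibition keeps polarization high; 0% = DMSO wells and 100% = 60 µM reference IDE inhibitor Ii1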
MEKK3 PB1 HTS: MEKK3-MEK5 PB1 interaction, increase or decrease; Q99759; bead-based flow cytometry, Alexa488-MEK5 binding to MEKK3; actives lie on both sides; 0 = blocked by unlabeled MEK5, 100 = vehicle; binding response (% of control), % at 10 µM; actives 1.4% (n = 290,000); AID 1529;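 active = binding response more than 3 SD above or below the average of its plate-row segment, actives on both sides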;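 note: Alexa488 bead fluorescence after subtracting the streptavidin-only scavenger bead signal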
M4 PAM: positive allosteric modulators of human muscarinic M4 receptor; P08173; CHO-K1 hM4/Gqi5, Fluo-8 calcium fluorescence, ACh EC20; 0% = ACh EC20, 100% = maximal ACh; activation, % at 3 µM; actives 0.4% (n = 360,000);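 active = activation above its plate's cutoff, the mean activation of sample wells plus 3 SD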; note: some results filed as inactive read as strong as hits
Target sequence (P08173 whole entry, looked up): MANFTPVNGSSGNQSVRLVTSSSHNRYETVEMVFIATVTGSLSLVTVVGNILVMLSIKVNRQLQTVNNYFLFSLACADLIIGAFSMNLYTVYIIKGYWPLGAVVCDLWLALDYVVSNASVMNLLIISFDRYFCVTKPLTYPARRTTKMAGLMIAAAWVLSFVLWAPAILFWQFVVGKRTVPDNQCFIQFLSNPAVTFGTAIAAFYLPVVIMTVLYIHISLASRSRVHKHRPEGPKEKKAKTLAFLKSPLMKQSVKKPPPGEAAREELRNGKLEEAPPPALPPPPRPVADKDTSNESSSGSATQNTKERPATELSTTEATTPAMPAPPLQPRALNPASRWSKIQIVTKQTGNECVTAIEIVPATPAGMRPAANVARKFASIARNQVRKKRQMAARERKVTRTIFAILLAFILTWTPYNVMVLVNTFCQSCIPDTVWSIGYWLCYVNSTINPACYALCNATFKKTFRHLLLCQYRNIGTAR
CRFR2-BP antag: blocks CRF-induced signaling of the CRF-BP/CRF-R2 complex | actives 0.59% (n = 350,000) | inhibition, % at 11.8 µM | AID 588475 | HEK293 CRF-R2/CRF-BP, CRF-induced calcium fluorescence;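 active = inhibition of the ligand-induced calcium signal above about 50% at the single tested concentration, limit read from the data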
p-CIP stab down: lowers stability of the mouse p/CIP coactivator protein; Q05BA5; F442A p/CIP-EGFP cells, EGFP fluorescence, 16 h; decrease of EGFP signal, % at 10 µM; actives 0.01% (n = 290,000); AID 1984;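 active = EGFP signal decrease of at least 30% at 10 µM or well 3 SD below plate mean, unless failing retest; inactive = the rest, including hits failing retest or dose response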; note: some compounds called inactive have numbers as strong as hits; many of its hits are not listed in these tables
CRFR2-BP ag: agonists of human CRF-binding protein/CRF-R2 receptor complex; HEK293 CRF-R2/CRF-BP, calcium dye fluorescence (FLIPR); percent of saturating CRF peptide response; activation, % at 13.2 µM; actives 0.46% (n = 350,000);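 active = activation of at least 50%, plus an integration ratio under a set limit after plate pattern correction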;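 note: plate controls were neutral control wells without compound for no effect and CRF at EC100 for full effect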
GalR3 antagonist: human GalR3 antagonism | HEK293 GalR3-CNG cAMP membrane potential fluorescence; galR3 body fused to GalR1 C-terminus | inhibition, % at 3 µM | O60755 | actives 0.44% (n = 360,000);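 active = inhibition above the screen-wide average plus 3 SD, cut at about 13% in these data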;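 note: forskolin and galanin both at EC90 stimulate the cells; cAMP rise reported by CNG channel membrane potential dye signal; 0% = forskolin plus galanin with DMSO and 100% = forskolin alone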
Target sequence (O60755 1-299 limits assumed): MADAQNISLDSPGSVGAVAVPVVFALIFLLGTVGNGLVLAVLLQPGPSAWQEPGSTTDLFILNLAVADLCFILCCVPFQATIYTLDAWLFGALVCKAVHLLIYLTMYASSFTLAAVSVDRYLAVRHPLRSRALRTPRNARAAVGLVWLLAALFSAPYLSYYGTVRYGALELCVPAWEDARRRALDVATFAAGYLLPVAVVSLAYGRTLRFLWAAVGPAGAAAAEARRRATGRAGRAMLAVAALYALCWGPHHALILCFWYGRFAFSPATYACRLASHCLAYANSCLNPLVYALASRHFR
Starred values were filed as active, the others as inactive; . = no result given.

SMILES	PHOSPHO1 inh	IDE act	IDE inh	MEKK3 PB1 HTS	M4 PAM	CRFR2-BP antag	p-CIP stab down	CRFR2-BP ag	GalR3 antagonist
COc1ccc(-c2nc(NC(=O)Cn3c(=O)oc4ccccc43)sc2C)cc1	-11	2	-1	143*	-6	-28	-12	0.2	-4
C[C@H]1CN([C@@H](C)CO)C(=O)Cc2cc(NC(=O)Cc3ccccc3)ccc2O[C@H]1CN(C)S(=O)(=O)c1cccs1	.	5	1	.	-14	-1	.	0.8	-3
Cc1nn(-c2ccccc2)c(Cl)c1C(=O)NCc1ccccc1F	-19	2	0	99	-2	13	-14	-0.7	-10
Clc1ccc(-c2nnc3n2CCCC3)cc1	12	-2	4	100	13	5	7	-1.8	-1
C=CCSc1nnc(NC(=O)c2nc(SCC)ncc2Cl)s1	-2	9	2	98	7	-3	8	0.1	.
CCCCn1c(N)c(N(CCOC)C(=O)C2CC(=O)N(Cc3ccco3)C2)c(=O)[nH]c1=O (centres undefined)	.	-1	-1	.	2	-4	.	1.1	-3
COc1cccc(N=Nc2c(C)[nH]n(-c3ccccc3)c2=O)c1	36	-2	-2	106	2	3	-12	0.4	2
Cn1c(N)c(C(=O)COC(=O)CC(NC(N)=O)c2ccc(Cl)cc2)c(=O)n(C)c1=O (centres undefined)	.	6	.	.	1	-5	.	-1.0	-4
COC(=O)c1ccccc1S(=O)(=O)N1CCC(C(=O)OC(C)C(=O)N(C)Cc2ccccc2)CC1 (centres undefined)	.	4	.	.	-5	4	.	-0.6	-4
CCOc1ccc(NC(=O)C2CCCN(S(=O)(=O)c3c(C)nn(C)c3C)C2)cc1 (centres undefined)	1	-2	2	96	10	-1	-2	-1.3	3

Records above printed as active in MEKK3 PB1 HTS:
SMILES	PHOSPHO1 inh	IDE act	IDE inh	MEKK3 PB1 HTS	M4 PAM	CRFR2-BP antag	p-CIP stab down	CRFR2-BP ag	GalR3 antagonist
COc1ccc(-c2nc(NC(=O)Cn3c(=O)oc4ccccc43)sc2C)cc1	-11	2	-1	143*	-6	-28	-12	0.2	-4

(list continues)
SMILES	PHOSPHO1 inh	IDE act	IDE inh	MEKK3 PB1 HTS	M4 PAM	CRFR2-BP antag	p-CIP stab down	CRFR2-BP ag	GalR3 antagonist
CCOc1c(Cl)cc(/C=N/O)cc1OC	26	-1	1	101	10	0	-6	0.2	2
Nn1c(Cc2ccc(Br)cc2)n[nH]c1=S	0	1	-8	102	-1	3	-6	-0.9	-4
CCCCN(C(=O)Cc1coc2cc(C)c(C)cc12)c1c(N)n(Cc2ccccc2)c(=O)[nH]c1=O	.	-1	5	.	7	0	.	2.6	2
CCOc1ccc(S(=O)(=O)N2CCC(C(=O)Nc3cccc(NC(C)=O)c3)CC2)cc1	22	3	-3	100	4	-3	-8	0.1	-3
S=c1[nH]nc(-c2ccccc2)c2ccccc12	-38	2	-4	101	0	3	-6	-0.6	7
COc1ccccc1OCC(O)CN1CCOCC1 (centres undefined)	45	2	.	104	-7	5	2	0.6	-7
CCC(C)N(C(=O)COC(=O)CCc1c[nH]c2ccccc12)C1CCS(=O)(=O)C1 (centres undefined)	0	3	1	.	6	0	16	-1.1	-2
CCOc1ccc2nc(NC(=O)C(CCSC)NS(=O)(=O)c3cccs3)sc2c1 (centres undefined)	9	5	-1	113	-9	-3	-4	0.5	.
COC(=O)c1ccc(CN2CCCCC2)cc1	20	2	4	98	-13	10	0	-0.3	-1
CCOC(=O)Nc1cccc(Nc2ccccc2)c1	14	1	3	100	0	50	-8	0.8	-4
Cc1cccc(NS(=O)(=O)c2ccc(C(=O)NCCCN3CCOCC3)cc2)c1C	-2	-1	.	99	5	-3	-8	-1.4	-3
Cc1cc(C)c(-c2cc(C)nc3ncnn23)c(C)c1	2	6	-1	98	-2	-3	-9	-0.9	-2
O=C(O)CCC(=O)NCc1ccc2[nH]c3c(c2c1)CCCC3	50	3	0	105	4	-7	2	3.3	.
COc1ccc(N2CCN(C(=O)Cn3nnc(-c4ccc(N(C)C)cc4)n3)CC2)cc1	7	.	6	105	3	19	2	-0.5	-1
CCCCn1cnc2c(SCc3ccccc3F)nc(N)nc21	.	-3	.	.	0	0	.	-8.6	4
Cn1c(=O)c2cn(-c3cccc4ccccc34)cc2n(C)c1=O	10	1	1	98	3	24	-2	2.9	-1
Nc1csnc1C(=O)O	51	5	5	101	1	21	-5	-0.5	-4
CCN(CC)CCCNC(=O)C(C)n1c2ccccc2c2nc(=O)cc(C)n21 (centres undefined)	32	8	-2	110	-2	11	-6	0.7	-7
N#Cc1ccc(C(c2nnnn2Cc2ccccc2)N2CCCC2)cc1 (centres undefined)	23	0	5	102	-7	31	5	-0.6	0
Cc1cc(C)c(S(=O)(=O)c2ccccc2C)c(OCCO)n1	24	-1	2	98	0	-13	-6	-0.7	-8
COC(=O)CNC(=O)CSc1nnc2cc(C)c3ccccc3n12	23	2	-4	97	5	-17	-10	0.0	7
COc1ccc(OC(C)C(=O)N(C)Cc2nc(-c3cccc(C)c3)no2)cc1 (centres undefined)	22	4	-1	101	-8	2	-5	-0.3	-10
Cc1cc(Cl)ccc1OCCCC(N)=O	14	2	-4	103	-4	16	3	0.6	3
COc1cccc(/C=N/n2c(=O)[nH]c3ccccc32)c1OC	4	-2	-5	97	13	3	-5	6.3	3
CC(SCc1ccccc1)C(=O)N/N=C/c1ccc(OCC(=O)NCc2ccco2)cc1 (centres undefined)	-9	3	-3	101	-8	16	8	12	-6
CCCc1nc2oc3c(=O)[nH]cnc3c2c2c1CCCC2	-6	2	3	103	4	-20	-7	-2.1	-2
COc1cc2nc(-c3ccccc3)nc(N3CCCC3)c2cc1OC	12	.	.	112	.	.	-9	.	11
CN1CCN(C(=O)c2ccccc2-c2ccccc2C(=O)O)CC1	-11	5	2	102	1	13	-1	-1.8	6
CSc1ccc(Cl)c(C(=O)N2CCN(CC(=O)N3CCCC3)CC2)c1	.	-4	5	.	-1	-3	.	-1.4	-4
Cc1ccc(Nc2nnc(SC(C)C(=O)NCC3CCCO3)s2)cc1 (centres undefined)	.	2	3	.	16	5	.	-5.7	-2
COc1ccc(CNS(=O)(=O)c2ccc(NC(=O)N3CCCCC3)cc2)cc1	.	7	-6	99	-8	-18	-12	-0.2	0
COc1nc(C)cc(C)c1S(=O)(=O)c1ccccc1C	.	2	1	107	0	5	-6	-0.6	-14
CCCCCCCC(=O)N/N=C/c1ccc([N+](=O)[O-])o1	1	1	-2	102	-1	-12	-7	1.9	-2
CN(C)CCCN(C(=O)CCOc1ccccc1)c1nc2c(F)cccc2s1	-20	-2	.	105	-3	-18	-4	3.4	-3
O=[N+]([O-])c1cccc(-c2ccc(SCc3ccccn3)nn2)c1	46	-5	-2	93	7	0	7	-6.2	-4
O=C(NCC1CCN(Cc2ccccc2Cl)CC1)Nc1cccc(Cl)c1	48	-6	0	105	-24	10	-4	-0.5	0
CCOc1ccc(NC(=O)CCC(=O)NNC(=O)c2ccccc2Cl)cc1	22	1	.	99	-2	0	-1	-0.9	0
CC(C)c1ccccc1OCC(=O)Nc1ccccc1C(=O)N1CCOCC1	33	-1	6	104	-13	9	-8	-0.3	-5
Cc1cc(C)n(-c2nc3c(c(=O)[nH]c(=O)n3C)n2Cc2ccccc2)n1	-4	-1	4	98	10	-1	0	-2.3	-1
C[C@@H]1CN([C@H](C)CO)C(=O)CCCn2cc(nn2)CO[C@H]1CN(C)S(=O)(=O)c1ccc(-c2ccccc2)cc1	.	.	.	.	6	-15	.	3.5	-6
O=S(=O)(Nc1nc2ccccc2nc1Cl)c1ccccc1	-12	5	2	99	7	12	-12	-0.2	-3
O=[N+]([O-])c1cc(/C=N/N/C(=N/c2ccccn2)c2ccccn2)ccc1O	32	4	2	90	1	64*	-11	66*	0
O=C(OCc1ccc(Br)cc1)c1cccc(-c2nnc(-c3ccccc3)o2)c1	-24	2	-3	103	-7	-35	-9	3.7	-6
CCn1ccnc1CN1CCC(n2nccc2NC(=O)CCc2ccccc2)CC1	-7	6	-2	96	1	-16	12	-0.5	-4
CC(C)(C)OC(=O)CNC(=O)c1[nH]cnc1C(=O)NCCCCCNC(=O)OC(C)(C)C	-7	4	3	101	-15	-3	-16	-0.9	-4
COC(=O)c1ccc(CN2CCC(Oc3cccc(C(=O)N4CCCC4)c3)CC2)cc1	25	3	5	94	-16	3	-7	1.4	-5
CCC(CC)NC(=O)CN1CCN(S(=O)(=O)c2cccs2)CC1	.	1	.	.	6	6	.	-1.5	3
COc1ccc(Cl)cc1S(=O)(=O)N1CCC(C(=O)NCc2ccco2)CC1	.	4	3	97	-2	-1	-9	-1.2	-3
O=C(NNC1=NCCCCC1)c1cccc([N+](=O)[O-])c1	37	4	1	104	10	-26	-1	-0.7	-3
O=C1C2C3C=CC(C3)C2S(=O)(=O)C2C3C=CC(C3)C12 (centres undefined)	.	.	.	.	-4	0	.	-0.5	-6

2 compounds picked at random from those above, as already listed:
SMILES	PHOSPHO1 inh	IDE act	IDE inh	MEKK3 PB1 HTS	M4 PAM	CRFR2-BP antag	p-CIP stab down	CRFR2-BP ag	GalR3 antagonist
COC(=O)c1ccc(CN2CCC(Oc3cccc(C(=O)N4CCCC4)c3)CC2)cc1	25	3	5	94	-16	3	-7	1.4	-5
CCC(CC)NC(=O)CN1CCN(S(=O)(=O)c2cccs2)CC1	.	1	.	.	6	6	.	-1.5	3

Additional entries
SMILES	PHOSPHO1 inh	IDE act	IDE inh	MEKK3 PB1 HTS	M4 PAM	CRFR2-BP antag	p-CIP stab down	CRFR2-BP ag	GalR3 antagonist
COc1ccc(C2C(C#N)=C(N)N3C(=C2C#N)Sc2ccccc23)cc1 (centres undefined)	1	.	2	93	.	.	-25	.	.
CCn1c(SCC(=O)N2CCOCC2)nc2c([nH]c3ccccc32)c1=O	28	-1	-2	102	3	9	-2	-0.5	-4
COCCNC(=O)c1nn2c(C(F)(F)F)cc(-c3ccccc3)nc2c1Cl	40	2	-7	107	0	9	-7	-0.6	-1
COc1ccc(CNC(=O)CN2C(=O)NC3(CCCc4sccc43)C2=O)cc1 (centres undefined)	.	3	.	.	3	21	.	-1.6	-3
COC(=O)c1c(NC(=O)c2ccc(C)c(S(=O)(=O)Nc3ccccc3C)c2)sc2c1CCCC2	19	-1	4	110	-2	-4	0	0.0	-1
CSc1ccccc1OCc1cc(C(=O)NCCCn2nc(C)cc2C)no1	-34	0	-7	96	-2	4	-5	-0.9	-2
O=C(NC1CCCCC1)N1CCSC1=Nc1ccccc1	14	-4	5	98	3	-6	-4	1.0	-4
COc1ccc(S(=O)(=O)NC2CCCC2)c(Cl)c1Cl	7	3	-4	102	4	-14	-9	-0.8	-7
COc1ccc(NC(=O)C2CCCN(S(=O)(=O)c3cccc4cccnc34)C2)c(OC)c1 (centres undefined)	6	1	0	100	-2	10	-17	-1.4	-1
CCOCCCn1c(SCc2nc3ccccc3s2)nc2ccccc2c1=O	-5	1	-2	103	1	-73	-22	51*	-6
CCOC(=O)c1cccc(NC(=O)c2cnccn2)c1	15	6	-7	102	4	-6	-7	0.2	-2
Cc1cccc(OCC(=O)NN2C(=O)C3C4C=CC(O4)C3C2=O)c1 (centres undefined)	44	3	4	65	-8	3	0	-1.4	10
CCOCC(=O)Nc1cc(C(=O)OC)cc(C(=O)OC)c1	-5	0	7	102	5	-2	-22	0.9	-6
NC1=CC(=O)C(=O)c2ccccc21	.	3	.	.	4	-30	.	2.4	4
Cn1c(SCC(=O)N2CCc3ccccc32)nnc1-c1ccc(S(=O)(=O)N2CCCC2)cc1	-1	-3	3	91	11	1	-10	0.3	0
Cc1cc(C)nc(NC(=O)CSc2nnnn2-c2ccccc2)n1	-4	5	-5	102	9	2	-7	0.7	-6
Cc1ccc(C)c(S(=O)(=O)N2CCCOC2CNC(=O)C(=O)NCc2ccco2)c1 (centres undefined)	-10	0	-2	100	5	-6	-4	-1.1	-1
